Growth percent in the NCI-60 one-dose screen (48 h, 10 µM unless noted): 100 = growth as untreated, 0 = no growth, -100 = all killed.
A498 = A498 renal cancer cells | 76,000 tested, 5.4% active | AID 1794774
NCI-H322M = NCI-H322M lung cancer. 80,000 tested, 2.7% active. AID 1794733
HT29 = HT29 colon cancer; 81,000 tested, 7.4% active
NCI-H23 = NCI-H23 lung cancer; 80,000 tested, 4% active; AID 1794731
NCI-H226 = NCI-H226 lung cancer | 79,000 tested, 3.5% active
COLO 205 = COLO 205 colon cancer. 79,000 tested, 7.3% active
NCI-H460 = NCI-H460 lung cancer; 82,000 tested, 6.8% active; AID 1794736
NCI-H522 = NCI-H522 lung cancer | 78,000 tested, 8% active
RXF 393 = RXF 393 renal cancer cells. AID 1794773. 77,000 tested, 6.9% active
The depositor's hits bear a star; x = no result given; & = joins results of further samples; [ ] = another dose, or the depositor's remark. The calls were made as follows: active = growth percent below 10; inactive = the rest.

cpd	SMILES	A498	NCI-H322M	HT29	NCI-H23	NCI-H226	COLO 205	NCI-H460	NCI-H522	RXF 393
1	CC(=O)Nc1cc(C(c2ccccc2)c2ccccc2)cc(C(c2ccccc2)c2ccccc2)c1C	x	82	48	60	56	64	55	46	x
2	O=C1NN=C(c2ccc(Cl)cc2)CC12CCCCC2	87	106	102	97	99	112	104	101	111
3	O=C(c1cc2cccnc2n1-c1cc(F)c(Cl)c(F)c1)N1CC(F)C1	94	99	98	103	95	120	103	92	102
4	CN(C)C(=S)SCC(N)=O	102	91	109	103	99	101	106	95	106
5	CCCCNS(=O)(=O)c1ccc(OC)c(N)c1	76	120	99	97	98	129	102	97	103
6	OCCN(CCO)c1ccc2ccccc2c1	110	94	94	101	103	106	107	73	125
7	COC(=O)/C=C1/SC(N2N=C(c3cccs3)CC2c2ccc(F)cc2)=NC1=O (stereo unspecified)	80	93	13	82	84	22	24	24	49
8	Cc1cccc(NC(=O)c2ccccc2C(=O)O)c1	93	95	84	102	101	99	109	77	113
9	CCn1cc(C2=C(c3cccc4ccccc34)C(=O)NC2=O)c2cc(Br)ccc21	25	108	78	95	82	95	103	100	85
10	O=C1C(c2ccccc2)C2C=CC(C2)N1O (stereo unspecified)	x	102	98	105	101	104	111	96	104
11	COc1ccc2c(c1)O/C(=C/c1ccc(OCC(=O)Nc3ccncc3)c(OC)c1)C2=O	110	102	105	95	92	116	101	79	96
12	O=c1cc(COc2ccc(N=Cc3ccccn3)cc2)c2cc(F)ccc2o1	102	96	105	95	112	103	103	76	111
13	Cn1cc(-c2noc(-c3cn(C)c4ncc(F)cc34)n2)c2cc(Cl)ccc21	69	50	25	81	96	55	2.4*	74	78
14	COc1ccc(SSc2ccc(OC)cc2C(=O)O)c(C(=O)O)c1	99&108	101&111	102&103	102&97	111&103	113&110	107&104	95	111&112
15	Cc1nc2ccccc2c(/C=C/c2ccc(F)cc2)c1C(N)=O	89	110	115	101	x	114	108	94	106
16	CCCCNNC(=O)c1ccc(-c2cccc(F)c2F)cc1	-6.3*	42	11	38	39	5.0*	30	4.7*	-34*
17	CCOC=Nc1nc2c(N=Nc3ccc(OC)cc3)c(N)nn2c(-c2ccc(OC)c(OC)c2)c1C#N	99	105	97	104	98	72	92	80	96
18	COc1cc(CN(CCC(=O)c2ccc(Cl)cc2)Cc2ccccc2)cc(OC)c1OC	100	100	97	98	108	118	112	99	121
19	O=C(CCCCCNC1=CC(=O)c2ccccc2C1=O)NCCC[Se]c1ccccc1	112	118	113	96	137	125	100	79	115
20	O=C1Nc2cc(-c3ccc(O)cc3)ccc2/C1=C/c1ccc[nH]1	-3.1*	6.6*	8.9*	-16*	3.6*	14	2.7*	1.9*	-27*
21	COc1cc(Cc2nn3cc(-c4ccccc4)nc3s2)cc(OC)c1OC	103	94	93	84	86	122	98	79	112
22	Fc1ccc(-c2cn3c(nc4ccccc43)c(-c3ccccc3)n2)cc1	111	109	78	88	98	116	98	65	80
23	O=C1NN(C(=O)c2ccccc2)C(c2ccc(Cl)c(Cl)c2)=C/C1=C\c1ccccc1[N+](=O)[O-]	-11*[6.75 µM]	27[6.75 µM]	5.0*[6.75 µM]	-17*[6.75 µM]	-10*[6.75 µM]	-79*[6.75 µM]	-25*[6.75 µM]	-11*[6.75 µM]	7.2*[6.75 µM]
24	Nc1nc(Cl)nc(Cl)n1	x	95	111	106	103	105	108	99	118
25	COc1cc(NC(=O)CSc2nc3ccccc3c(=O)n2Cc2ccccc2)cc(OC)c1OC	83	90	119	99	91	131	95	71	71
26	O=C(Nc1ccc(-c2nc(N3CCOCC3)c3cccn3n2)cc1)Nc1cccnc1	-35*	0.9*	7.6*	17	-5.7*	6.1*	7.5*	4.3*	-31*
27	COc1cccc(OC)c1C#N	81	104	98	94	86	117	110	107	96
28	COc1cccc(-c2c(C#N)c(N)nc3[nH]c(=S)[nH]c(=O)c23)c1	94	106	107	92	97	114	100	96	104
29	CCOCC(C)C(OCC)OCC (stereo unspecified)	x	109	110	104	104	103	103	x	106
30	CCOC(=O)CC1CSC(N/N=C/c2cccc([N+](=O)[O-])c2)=N1 (stereo unspecified)	91	101	82	93	98	106	109	78	94
31	O=C1OC(c2ccccc2)=N/C1=C\c1ccc2c(c1)OCO2	103	113	107	104	104	110	110	95	117
32	Fc1ccc2c(c1)nc(-c1nnc(-c3cnccn3)o1)c1cccn12	81	99	95	99	104	107	100	97	82
33	C#CCN(C)CCCOc1ccc(NC(=O)CCCCCCCC(=O)NO)cc1Cl	107	102	108	102	85	105	104	93	102
34	CN(C)S(=O)(=O)c1cccc(NC(=O)COC(=O)CCOc2ccccc2)c1	98	71	102	96	109	103	106	43	36
35	CSc1ccc(NCc2cn(-c3ccc(C(F)(F)F)cc3)nc2-c2ccc(C(=O)O)cc2)cc1	80	96	114	94	98	110	104	94	89
36	O=S(=O)(c1ncsc1-c1ccccc1)N1CCCCC1	89	100	100	104	108	100	103	95	123
37	CC(C)(O)c1cccc(F)c1	97	100	108	104	105	x	112	100	107
38	CC(=O)CN(C(C)=O)c1ccccc1	102	109	103	113	109	105	107	99	116
39	CC(=O)c1ccc(Nc2nc(SCC(C)C)nc(-c3ccccc3)c2C#N)cc1	107	95	106	x	56	119	105	87	-1.3*
40	O=C(Cn1cc(CN2C(=O)c3ccccc3S2(=O)=O)nn1)Nc1ccccc1	89	99	100	99	100	106	102	92	97
41	Cc1ccc(CC2(c3ccccc3)NC(=O)NC2=O)cc1 (stereo unspecified)	x	116	113	115	104	106	104	x	125
42	CCCCCCCCCC(=O)OCC	87	98	112	93	100	109	104	104	111
43	CNC(=O)c1c(NC(=O)c2ccccc2C(F)(F)F)sc2c1CCC(=O)C2	80	105	26	14	64	16	57	3.4*	x
44	N#Cc1c(N)nc2c(-c3nc4ccccc4s3)c(Nc3ccccc3)sc2c1N	105	100	96	89	86	109	100	72	119
45	Fc1ccc(CNc2nc(-c3cccnc3)nc3c2sc(=S)n3-c2ccc(F)cc2)cc1	100	x	80	96	109	102	97	80	72
46	O=C1/C(=C\c2cccn2Cc2ccc(F)cc2)c2ccccc2N1c1c(Cl)cccc1Cl	106	69	81	81	64	85	88	77	81
47	O=C(O)C1(C(=O)O)CC=CC1	94	102	106	114	99	108	105	103	105
48	COc1cc(CN(c2ccc(Cl)cc2)C2OC(=O)c3ccccc32)cc(OC)c1OC (stereo unspecified)	40	89	18	77	79	62	57	35	83

Overlap with the part before: five entries; new compounds follow.
cpd	SMILES	A498	NCI-H322M	HT29	NCI-H23	NCI-H226	COLO 205	NCI-H460	NCI-H522	RXF 393
44	N#Cc1c(N)nc2c(-c3nc4ccccc4s3)c(Nc3ccccc3)sc2c1N	105	100	96	89	86	109	100	72	119
45	Fc1ccc(CNc2nc(-c3cccnc3)nc3c2sc(=S)n3-c2ccc(F)cc2)cc1	100	x	80	96	109	102	97	80	72
46	O=C1/C(=C\c2cccn2Cc2ccc(F)cc2)c2ccccc2N1c1c(Cl)cccc1Cl	106	69	81	81	64	85	88	77	81
47	O=C(O)C1(C(=O)O)CC=CC1	94	102	106	114	99	108	105	103	105
48	COc1cc(CN(c2ccc(Cl)cc2)C2OC(=O)c3ccccc32)cc(OC)c1OC (stereo unspecified)	40	89	18	77	79	62	57	35	83
49	O=C(O)c1ccc2cc(C(=O)O)ccc2c1	67	128	106	59	98	133	101	19	85
50	CC(=O)N1N=C(c2ccc(F)cc2)CC1c1c(C)nn(-c2ccccc2)c1N(C)Cc1ccccc1 (stereo unspecified)	52	92	49	81	74	79	77	x	71
51	N#CCCN(CCC#N)c1ccccc1	74	x	121	x	101	108	102	123	109
52	CC(C)OP(=O)(OC(C)C)/C(C#N)=C/c1c(-c2ccccc2)[nH]c2ccccc12	101	102	104	87	x	93	82	91	x
53	CCCCC1COc2cccc3c2N1C=C/C3=C\C(=O)N(C)Cc1ccccc1 (stereo unspecified)	91	102	106	97	99	104	103	81	106
54	CNc1nc(NC)c2cn[nH]c2n1	112	116	x	104	x	96	109	x	101
55	O=C([C@H]1C[C@H]1c1ccc(S(F)(F)(F)(F)F)cc1)N1CCN(c2cc(Cl)ccc2C(F)(F)F)CC1	94	90	67	91	76	101	96	71	92
56	COc1cc(C(=O)c2cc(C(C)=O)c3c(C)cccn23)cc(OC)c1OC	-10*	99	103	101	90	110	102	90	81
57	NC1(C(=O)O)CCCCC1c1ccccc1 (stereo unspecified)	116	99	99	112	105	100	119	85	119
58	Cc1cccc(-c2nnc(Cn3cc(-c4ccccc4)nn3)o2)c1	106	107	103	95	96	112	101	86	104
59	Cc1nc([P+](c2ccccc2)(c2ccccc2)c2ccccc2)c(S(=O)(=O)Cc2ccccc2)o1	81	99	103	108	109	88	98	91	126
60	C[n+]1c2ccccc2c(Nc2ccc(NS(=O)(=O)CCCCN=C(N)N)cc2)c2ccc(N)cc21	51	71	34	26	41	50	11	x	71
61	OCCC1=CCCCC1	x	111	107	100	101	101	107	103	109
62	COc1cc(OC)c(Br)c(OC)c1	89	103	113	101	96	106	112	96	133
63	O=C(Cn1cc(COc2ncnc3c2cnn3-c2ccccc2)nn1)Nc1cccc(Cl)c1	92	91	120	97	x	113	99	95	100
64	O=C(CN1C(=O)S/C(=C\C(Cl)=C\c2ccccc2)C1=O)NC1CCS(=O)(=O)C1 (stereo unspecified)	100	96	54	74	77	59	94	34	27

Part of the list above in order of SMILES length, smallest number first:
cpd	SMILES	A498	NCI-H322M	HT29	NCI-H23	NCI-H226	COLO 205	NCI-H460	NCI-H522	RXF 393
61	OCCC1=CCCCC1	x	111	107	100	101	101	107	103	109
57	NC1(C(=O)O)CCCCC1c1ccccc1 (stereo unspecified)	116	99	99	112	105	100	119	85	119
64	O=C(CN1C(=O)S/C(=C\C(Cl)=C\c2ccccc2)C1=O)NC1CCS(=O)(=O)C1 (stereo unspecified)	100	96	54	74	77	59	94	34	27

Other results.
cpd	SMILES	A498	NCI-H322M	HT29	NCI-H23	NCI-H226	COLO 205	NCI-H460	NCI-H522	RXF 393
65	C/C(=N\Nc1nc(-c2ccc(Cl)cc2)cs1)c1nnn(-c2ccc(F)cc2)c1C	87	97	97	102	108	110	101	90	110
66	C=Cn1cc(C(=O)O)c(=O)c2cc(F)c(N3CCN(c4nccc(-c5nccs5)n4)CC3)cc21	-21*	-15*	-52*	-60*	-20*	-62*	9.6*	-77*	-52*
67	CC(=O)N(N=O)c1ccc([N+](=O)[O-])cc1Cl	x	74	90	34	68	98	x	x	84
68	Cc1cc2ccccc2c[n+]1CC(=O)c1ccc(Cl)cc1	105	97	82	78	90	92	96	85	116
69	S=c1[nH]ccn1-c1c(Cl)cccc1Cl	116	102	105	100	99	115	101	11	106
70	Cc1ccc(C(C)CO)cc1 (stereo unspecified)	113	96	112	96	89	125	118	89	119
71	N#C/C(=C\c1cccc2cnccc12)n1nnc2cc(F)c(F)cc21	71	80	42	70	55	72	68	26	31
72	O=C1NC2=C(Cc3ccccc32)C(c2c[nH]c3ccccc23)N1 (stereo unspecified)	86	98	78	93	94	112	102	68	99
73	COC(=O)c1ccc2c(c1)C(=O)N(c1cccc(S(N)(=O)=O)c1)C2=O	90	84	108	100	99	112	109	90	107
74	CCOC(=O)Nc1cc(N)ncn1	89	98	102	112	103	117	108	98	109
75	Cc1ccc2c(n1)C(=O)C(Cl)=C(Nc1ccccc1C(C)C)C2=O	100	63	106	50	59	116	82	39	84
76	OCCCCC(c1ccc(O)cc1)c1ccc(O)cc1	108	90	113	109	95	110	111	104	106
77	CCCOC(=O)O[C@H]1CC[C@@]2(C)C(=CC[C@H]3[C@@H]4CC[C@H]([C@H](C)CCCC(C)C)[C@@]4(C)CC[C@@H]32)C1	110	90	102	109	100	103	103	93	115
78	CS(=O)(=O)Nc1ccc(C(=O)NCc2ccc(N3CCOCC3)cc2)cc1	98	103	101	101	x	99	102	98	119
79	O=S(=O)(NS(=O)(=O)c1ccccc1)c1ccccc1	99	99	101	96	95	102	102	96	99
80	CCOC(=O)C(CCN(C)C)c1ccccc1 (stereo unspecified)	107	92	92	94	90	116	105	85	90
81	CC(=O)COc1ccc(Cl)cc1Cl	83	x	105	106	93	114	110	107	107
82	Cc1c(Nc2nnc(SCC(=O)Nc3sc4c(c3C#N)CCCC4)s2)c(=O)n(-c2ccccc2)n1C	109	99	117	x	104	118	100	97	118
83	Cn1c(=O)cc(N2CCC[C@@H](N)C2)n(Cc2cc(F)ccc2C#N)c1=O	149	96	100	106	99	98	106	88	101
84	O=C(Nc1ccc(OS(=O)(=O)c2ccc(C(F)(F)F)cc2)cc1)C1CCCCCC1	92	99	86	92	100	106	94	83	114
85	COc1ccc(CNC(=O)[C@H](O)[C@@H](N)Cc2ccccc2)cc1	91	105	103	100	99	114	106	96	107
86	O/N=C(\CSc1nnc(-c2c[nH]c3ccccc23)n1-c1ccccc1)c1ccc(Br)cc1	62	-73*	-77*	14	6.3*	-41*	-22*	-30*	x
87	O=C1c2ccccc2C(=O)N1CCP(=O)(c1ccccc1)c1ccccc1	147	116	96	100	115	118	98	43	89
88	O=C(O)c1ccsc1Cc1cccs1	102	91	107	110	97	x	126	97	104
89	CC1(C)CC(=O)c2cc3c(N)c(C(=O)NCc4ccccc4)sc3nc2C1	89	102	106	97	86	129	101	93	93
90	COc1ccc(NC(=O)CSc2nnc(-c3cccs3)n2-c2ccccc2)cc1	83	79	74	92	46	110	51	59	62
91	CN1CCN(Cc2ccc(NC(=O)c3cncc(C#Cc4cnc5ccc(OC6CCOCC6)nn45)c3)cc2C(F)(F)F)CC1	-93*	-45*	-68*	-59*	-58*	-83*	-78*	-75*	-81*
92	O=C(/C=C/Nc1cc(-c2ccccc2)nn1-c1ccccc1)c1ccc(Cl)cc1	83	99	92	86	84	109	98	78	94

Bioassay records from PubChem.
